TRPV1 ag: HTS Assay for Compounds that Act as Agonists of the Vanilloid Receptor 1; AID 540275, 2011; actives 0.19% (n = 320,000); TRPV1-expressing cells, Fluo-8 calcium influx, agonist mode; activation, % at 8.33 µM; in the data active = activation above about 80%; inconclusive = between about 30% and that limit; note: 0% is about no effect
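Cells expressing TRPV1 were dye-loaded with Fluo-8 and read kinetically: 10 s baseline, 3 min after compound (agonist portion), then 2 min after EC20 capsaicin (allosteric enhancer portion). Calcium-bound dye fluorescence at 480/520 nm.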
hERG WT inh: qHTS for Inhibitors of KCHN2 3.1: Wildtype qHTS. Voltage-gated inwardly rectifying potassium channel KCNH2 (Homo sapiens), Q12809. U2OS, BacMam KCNH2, thallium flux FluxOr; active compounds read low. activity change, % at 1.84 µM. actives 0.37% (n = 340,000). AID 720551, 2013;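 active = maximum activity change below -70%; inconclusive = maximum activity change between -70% and -50%; inactive = maximum activity change above -50%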; note: % is set by controls: 0 for no effect and ±100 for the full control effect
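U2OS cells were transduced with wild-type KCNH2 virus (2.03 x 10^8 / mL) for 4 h at room temperature, then cultured overnight at 37 C. Thallium flux was read with FluxOr dye. Rate constants were normalized to DMSO controls.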
KCNH2 3.1 block: qHTS for Inhibitors of KCHN2 3.1: Mutant qHTS | Potassium voltage-gated channel subfamily H member 2, brain isoform KCNH2 3.1 (human) | U2OS KCNH2 3.1, thallium flux FluxOr; active compounds read low | AID 720553, 2013 | actives 0.95% (n = 340,000) | activity change, % (tested at about 1.8 µM);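 active = maximum activity change below -70%; inconclusive = maximum activity change from -70% to -50%; inactive = maximum activity change above -50%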;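 note: thallium influx rate constant from kinetic fluorescence after stimulation buffer; % is set by controls: 0 for no effect and ±100 for the full control effect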
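Thallium flux via FluxOr fluorescence (Red40 quencher, 45 min loading) in U2OS cells virally expressing the KCNH2 3.1 isoform (1.77 x 10^8 /mL virus, overnight at 37 C). Rate constants from 2-min kinetic reads post-stimulation, normalised to positive and negative controls.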
S-ASM inh: Inhibitors of Secretory Acid Sphingomyelinase (S-ASM): qHTS; Sphingomyelin phosphodiesterase (Homo sapiens), P17405; placental ASM, HMU-PC fluorogenic substrate, 60 min; Potency, µM (doses to about 57.5 µM), inactives show top-dose activity change, negative = inhibition, hits mostly inhibitors; actives 0.006% (n = 340,000); note: potency is the fitted concentration of half-maximal effect
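Human placenta-derived ASM preincubated with compound 10 min at room temperature, then reacted with 9 uM (final) fluorogenic HMU-PC substrate for 60 min at 37 C. Stop solution raises pH to 10; fluorescence read at Ex 386/Em 447 nm.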
AT treatment: qHTS Assay for Identifying a Potential Treatment of Ataxia-Telangiectasia | […] A-T fibroblasts, KAP-1 phosphorylation AlphaLISA; neocarzinostatin DNA damage 30 min before lysis | Potency, µM (titrated, usually from 57.5 µM), for inactives: top-dose activation, usual class: activators | actives 0.19% (n = 320,000) | AID 485349, 2010; note: potency is the fitted concentration of half-maximal effect; % of control where 0% means no effect; nearly all actives have a fitted effect of over 45% in size
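ATM-like activity read as KAP-1 phosphorylation via AlphaLISA donor/acceptor antibody pairs after lysis and 6 hr at 25C. Cells were ATM-null patient fibroblasts ([…], hTERT), dosed 60 min, then exposed to the DSB inducer NCS for 30 min.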
CXXC DNA block: qHTS Fluorescence Polarization Assay for Inhibitors of MLL CXXC domain - DNA interaction; AID 2662, 2010; Histone-lysine N-methyltransferase 2A (Homo sapiens), Q03164; actives 0.037% (n = 290,000); MLL-CXXC / FITC-HOXA9 DNA fluorescence polarization; Potency, µM (doses to about 115 µM), for inactives: top-dose activity change, negative = inhibition, usual class: inhibitors; active = well fitted inhibition curve with a large enough effect in the polarisation, with a control signal flat, not every such curve was filed as active; inconclusive = small, poorly fitted or top-dose-only effect, or effect the other way, or a change in a side signal; inactive = no such curve, though single readings can be large or run the other way; the % refers to the polarisation; note: potency is the fitted concentration of half-maximal effect
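Purified MLL-CXXC (added from a 7 uM solution) was preincubated 5 min at ambient with pinned compounds in 50 mM Tris-HCl pH 7.5, 50 mM NaCl, 1 mM DTT, 0.05% BSA. Fluorescein-labeled HOX-A9 DNA (50 nM solution) followed, 30 min, then polarization read.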
a7 integrin act: qHTS for Activators of Integrin-Mediated Alleviation for Muscular Dystrophy; alpha7betagal myoblasts, beta-gal FDG fluorescence, 48 h; Potency, µM (doses to about 38.3 µM), for the others: top-dose activation, most hits filed as activators; actives 0.064% (n = 350,000); AID 624291, 2012;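 note: potency is the fitted concentration of half-maximal effect; 100% = response of the positive control SU9516; nearly all actives have a fitted effect of over 60% in size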
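Alpha7betagal+/- myoblasts (passage 13) were plated 16-24 hr, then exposed to compounds (1:260 dilution of DMSO stock) for 48 hours at 37C. After MPER lysis, β-galactosidase reporter activity was read as FDG fluorescence (ex 480/em 540) after 30 minutes.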
MBNL1 CUG block: qHTS Assay for Inhibitors of MBNL1-poly(CUG) RNA binding; TR-FRET MBNL1-His/biotin-(CUG)12 binding, 665/545 ratio; actives 0.036% (n = 280,000); Potency, µM (top dose mostly 57.5 µM), for the others: at the highest dose activity change, negative = inhibition, usual class: inhibitors; Muscleblind-like protein 1 (Homo sapiens), Q9NR56; active = well fitted inhibition curve with a large enough effect in the signal ratio, with a control signal flat, not every such curve was filed as active; inconclusive = small, poorly fitted or top-dose-only effect, or effect the other way, or a change in a side signal; inactive = no such curve, though single readings can be large or run the other way; the % refers to the signal ratio; note: potency is the fitted concentration of half-maximal effect; % is set by controls: 0 for no effect and ±100 for the full control effect
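MBNL1-His + Biotin-(CUG)12, cpd titration 92 nM–58 uM; Tb anti-His Ab 0.055 ng/ul, SA-XL665 5 nM (final); 60 min RT; ratiometric 665/545 nm, Ex 340 nm; normalized to buffer and full-complex controls.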
GALK inh: qHTS Assay for Inhibitors of Human Galactokinase (GALK). Potency, µM (series often up to 57.5 µM), inactives show at the highest dose activity change, negative = inhibition, most hits filed as inhibitors. AID 1868, 2009. actives 0.007% (n = 270,000). P51570. Purified GALK, Kinase-Glo residual ATP luminescence; note: potency is the fitted concentration of half-maximal effect; % is set by controls: 0 for no effect and ±100 for the full control effect
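Kinase-Glo Plus luminescence measured ATP left after a 1 h room-temperature reaction. The reaction used 5 nM GALK, 100 uM galactose and 35 uM ATP at pH 8.0 (20 mM HEPES, 5 mM MgCl2, 60 mM NaCl, 1 mM DTT, 0.01% BSA).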
Coupling enz: qHTS Assay for Inhibitors of Fructose-1,6-bisphosphate Aldolase from Giardia Lamblia: Coupling assay counterscreen; coupling enzyme system counterscreen, AmpLite Red fluorescence; activity change, negative = inhibition, % at 58.2 µM, hits read low; actives 0.67% (n = 290,000); AID 2472, 2010; in the data active = activity change below about -30%; note: % is set by controls: 0 for no effect and ±100 for the full control effect
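Counterscreen lacking aldolase: glyceraldehyde-3-phosphate coupling-enzyme reagent preincubated 10 min at RT with compound (at 57.5 uM final), then substrate/coupling system with AmpLite Red added; fluorescence read at 525/598 nm after 20 min RT.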
The depositor's hits bear a star; i = inactive; u = inconclusive; x = no result given; [ ] = another dose, or the depositor's remark. Unless noted, calls come from the whole dose curve; as a rule, active = well fitted curve in the direction sought with a large enough effect; inconclusive = small, poorly fitted or top-dose-only effect, or another doubt; inactive = no such curve, though single readings can be large; an effect the other way counts as inactive or inconclusive. Not a hit list. Share with any hit: about 2%.

SMILES | TRPV1 ag | hERG WT inh | KCNH2 3.1 block | S-ASM inh | AT treatment | CXXC DNA block | a7 integrin act | MBNL1 CUG block | GALK inh | Coupling enz
CCOc1ccc(CCNC(=O)c2nccnc2C(=O)O)cc1OCC | -2.5 | -3.4 | -1.6 | 2.5% | 4.3% | 13.6% | 2.5% | 4.9% | 1.0% | 1.5
CCc1cccc(NC(=O)CCCN2C(=O)NC(C)(C)C2=O)c1 | 5.6 | 24.2 | 17.2 | 6.7% | -11.9% | x | 0.9% | x | x | x
Cc1ccn2cc(CSc3ccccc3N)nc2c1 | 8.6 | -5.7 | 4.9 | 1.8% | -1.8% | 1.5% | -0.7% | 5.7% | -2.2% | -1.4
O=C(NC1CCCc2ccccc21)c1ccc(Cl)nc1 (stereo not given) | 11.8 | 0.3 | -23.1 | 2.9% | x | -2.3% | 15.2% | -6.4% | 0.6% | -1.7
COc1ccc(CNC(=O)N[C@H](C(=O)O)C(C)C)cc1OC | 4.7 | 23.0 | 20.2 | 8.5% | 5.6% | 6.4% | -16.6% | -14.8% | -1.4% | 4.0
CCC(=O)Oc1ccc2c(C)cc(=O)oc2c1C(=O)c1ccccc1 | -5.2 | 4.9 | 2.5 | 52.6%[activator] | -3.0% | 98.1%[activator] | -16.2% | x | -0.8% | 4.3
COc1ccc2oc(C(=O)NN3C(C)CCCC3C)c(C)c2c1 (stereo not given) | 0.6 | -1.6 | -4.9 | -0.5% | 14.7% | 10.5% | 12.6% | -3.4% | -1.2% | -4.3
CCCN1CCN(CCCNC(=O)c2ccc3c(=O)n(CCc4ccccc4)c(=O)[nH]c3c2)CC1 | 2.1 | -9.8 | -35.6 | 122.2%[activator] | 2.3% | 6.0% | 1.0% | 3.0% | -4.1% | -1.2
COc1cccc(CC(=O)Nc2cccc3ccccc23)c1 | u | -0.3 | 12.5 | -1.6% | 9.3% | 10.2% | -10.5% | 3.8% | 4.7% | 0.8
CCOC(=O)CN1C(=O)N[C@@H](CCc2ccccc2)[C@H](C(=O)OC)[C@H]1C | x | -3.3 | 9.1 | 0.8% | x | x | 11.2% | x | x | -1.5
COc1ccc(OCCOc2ccc(N(C)S(=O)(=O)c3ccccc3)cc2)cc1 | -6.2 | -2.7 | -9.6 | -3.2% | 15.3% | x | -29.7% | x | x | x
NC(=O)C1CCN(C(=O)c2cc3c(s2)CCCCC3)CC1 | 16.8 | 6.3 | -38.9 | 3.7% | 0.3% | x | -15.4% | x | x | x
CCC(=O)NS(=O)(=O)c1ccc(N=NN2CCCCC2)cc1 | -4.2 | -6.9 | 6.6 | 1.3% | -2.8% | 2.3% | -15.0% | x | 0.2% | 7.4
O=C(CCCn1cc([N+](=O)[O-])cn1)Nc1cccnc1 | 0.9 | 0.2 | 3.2 | 7.0% | 1.4% | -7.0% | -1.8% | 2.7% | -1.0% | -0.2
CCOC(=O)c1ccc(-c2ccc(/C=N/NC(=O)c3cncc(Br)c3)o2)cc1 | -0.5 | -9.5 | -13.7 | 73.4%[activator] | 6.8% | u | -3.5% | 5.0% | 0.8% | 2.0
CNC(=O)c1sc(-c2ccccn2)nc1C | 0.3 | -4.7 | -5.0 | 6.5% | -2.7% | 0.1% | -19.7% | x | 0.5% | 2.6
O=C(N[C@@H](Cc1ccccc1)C(=O)Nc1ccc(F)cc1)C1CCNCC1 | -5.5 | -1.7 | -5.4 | 1.9% | 6.8% | 15.3% | 5.6% | 16.4% | -0.1% | x
CC(=C1C(=O)c2ccccc2C1=O)N1CCN(c2ccc(F)cc2)CC1 | 3.1 | 3.8 | -8.7 | -2.4% | 4.4% | 13.0% | 2.6% | 2.1% | x | -1.8
CCNc1ccc(C(=O)OCC(=O)NC(C)c2ccccc2)cc1[N+](=O)[O-] (stereo not given) | 6.5 | 4.7 | -2.4 | -4.4% | 2.6% | -3.7% | -16.1% | u | -0.5% | -0.5
CN(C)NC1CCS(=O)(=O)C1 (stereo not given) | 1.8 | 2.2 | 1.1 | 4.1% | -9.7% | -3.7% | 15.0% | 3.6% | -4.3% | 0.2
C=CCNC(=O)CSc1nnc(-c2ccccn2)n1Cc1ccccc1 | 5.0 | x | 18.4 | -5.4% | 1.5% | -11.2% | -31.3% | u | -0.3% | -0.2
Cc1ccccc1NS(=O)(=O)c1ccc2[nH]c(=O)[nH]c2c1 | -2.1 | -3.2 | -2.8 | -1.8% | -2.2% | 4.3% | 7.5% | 2.8% | 10.6% | -0.8
Cc1cc(Cl)ccc1N(CC(=O)NCc1ccc2c(c1)OCO2)S(C)(=O)=O | 3.2 | -0.8 | -8.2 | -4.2% | 1.7% | -5.1% | -21.2% | -7.4% | 2.5% | -0.4
COC(=O)COc1ccc2oc(=O)cc(C)c2c1 | 0.4 | 19.2 | -8.7 | 4.5% | -9.3% | -0.3% | -2.1% | -8.6% | -0.5% | -0.3
COc1ccc(N2CCN(C(CNS(=O)(=O)c3ccc(C)cc3)c3ccccc3)CC2)cc1 (stereo not given) | x | 4.6 | -32.3 | -8.7% | 13.9% | x | 2.6% | x | x | x
CCCOc1ccc(N2C(=O)CC(SCCc3nc4ccccc4[nH]3)C2=O)cc1 (stereo not given) | 5.8 | -3.1 | 13.3 | -1.7% | 3.9% | 0.5% | 9.7% | 1.9% | -1.5% | -2.6
O=C(COC(=O)Cc1ccccc1[N+](=O)[O-])NCC1CCCCC1 | u | -22.6 | 8.1 | 0.6% | -1.6% | -0.4% | -20.8% | 20.3% | -2.8% | 1.9
Cc1ccccc1-c1noc(-c2ccccc2C(=O)NCc2ccco2)n1 | -2.3 | -3.9 | -17.2 | 2.2% | 3.4% | 6.0% | -20.3% | x | -1.6% | 4.1
CC(=C/c1ccco1)/C=N/N1CCN(c2ccccc2)CC1 | -1.7 | 0.8 | 3.4 | 3.9% | -5.5% | -4.3% | 2.5% | -5.1% | 8.1% | x
CC(=O)c1cc2c(cc1NC(=O)c1ccco1)OCCO2 | 5.7 | i | 2.9 | 64.1%[activator] | 1.6% | -2.3% | 13.7% | 7.7% | -1.3% | -0.9
O=C(NCc1ccncc1)C(=O)NCc1ccncc1 | -0.2 | -20.6 | -0.9 | -1.2% | -0.9% | 3.6% | 16.3% | -12.2% | 9.0% | -4.6
COc1ccc2ccccc2c1C(=O)/C=C\c1ccoc1 | 6.0 | 4.0 | -2.1 | -4.2% | 1.5% | -0.6% | 0.0% | -13.8%[11.5 µM] | x | -25.9
O=C(O)c1ccc(OS(=O)(=O)c2ccc(Cl)s2)cc1 | 0.6 | -5.4 | -4.8 | 2.0% | -2.9% | x | 8.5% | x | x | x
Cc1ccc(-n2nnnc2Sc2nc([N+](=O)[O-])nn2C)cc1C | -1.5 | -41.5 | -12.4 | 1.3% | -4.7% | 28.5% | -52.9%[inhibitor] | u | -2.0% | -10.8
C[C@@H](NC(=O)c1coc(=O)c(Br)c1)c1ccccc1 | 4.7 | -3.0 | -5.3 | 217.8%[activator] | -5.1% | 7.4% | -37.6% | u | -0.2% | 0.1
OC1CCC(NC(=S)Nc2ccc(SC(F)F)cc2)CC1 (stereo not given) | u | 2.2 | 1.6 | 3.8% | 3.8% | -0.7% | 0.6% | 0.7% | -1.2% | 2.2
CCOc1ccc(CNC(=O)Cn2ccc3cc(S(=O)(=O)N4CCCCCC4)ccc32)cc1 | 3.0 | 6.1 | 10.6 | 2.5% | 11.9% | 7.7% | 16.0% | 7.8% | -11.0% | 0.5

Pulled one by one from above:
SMILES | TRPV1 ag | hERG WT inh | KCNH2 3.1 block | S-ASM inh | AT treatment | CXXC DNA block | a7 integrin act | MBNL1 CUG block | GALK inh | Coupling enz
Cc1ccccc1-c1noc(-c2ccccc2C(=O)NCc2ccco2)n1 | -2.3 | -3.9 | -17.2 | 2.2% | 3.4% | 6.0% | -20.3% | x | -1.6% | 4.1
CC(=C/c1ccco1)/C=N/N1CCN(c2ccccc2)CC1 | -1.7 | 0.8 | 3.4 | 3.9% | -5.5% | -4.3% | 2.5% | -5.1% | 8.1% | x

Screens deposited in PubChem by National Center for Advancing Translational Sciences (NCATS).
